# KCNH2 3.1 inh: blocks the human KCNH2 3.1 channel isoform | activity change, % (tested at about 1.8 µM) | U2OS KCNH2 3.1, thallium flux FluxOr; hits give low values | 0.95% of 340,000 active;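 active = maximum activity change below -70%; inconclusive = maximum activity change from -70% to -50%; inactive = maximum activity change above -50%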;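 also: thallium influx rate constant from kinetic fluorescence after stimulation buffer; % is scaled to controls: 0 for no effect and ±100 for the full control effect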
#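 Steps: virus added to U2OS suspension (4 h, RT, dark); medium with 10% FBS added, cells plated, 37 C overnight; FluxOr/Red40 loading buffer 45 min RT; stimulation buffer, 2 min kinetic read; rate constant normalized.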
# Coupling enz: inhibits coupling enzyme system, counter-screen for aldolase hits; coupling enzyme system counterscreen, AmpLite Red fluorescence; activity change, negative = inhibition, % at 58.2 µM, hits read low; 0.67% of 290,000 active; AID 2472; in the data active = activity change below about -30%; also: % is scaled to controls: 0 for no effect and ±100 for the full control effect
#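 Activity here indicates interference with the coupling reaction, not aldolase inhibition. Compounds at 57.5 uM final met coupling enzymes for 10 min at RT; substrate and AmpLite Red detection followed, with a 525/598 nm fluorescence read after 20 min.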
# Giardia killer: kills Giardia lamblia. 0.15% of 340,000 active. Giardia lamblia trophozoite viability. activity change, % at 7.66 µM, hits read low. AID 540267; in the data active = activity change below about -80%; inconclusive = between about -30% and that limit;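 also: parasites exposed to compound for two days anaerobically before the ATP read; % is scaled to controls: 0 for no effect and ±100 for the full control effect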
#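 Media and compound were dispensed first, then trophozoites at 100 cells/well; plates sat 48 hrs at 37 deg C without oxygen before ATP luminescence reagent was added and read after 15-30 min at room temperature.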
# PKM2 activator: PKM2 (human) enzyme activation; purified PKM2, Kinase-Glo ATP luminescence, activation; response scale: 0% is enzyme alone, no compound; Potency, µM (top dose mostly 57.5 µM), for inactives: top-dose activation, hits mostly activators; 0.34% of 260,000 active; AID 1631; also: potency is read from the fitted curve at half-maximal effect; % is scaled to controls: 0 for no effect and ±100 for the full control effect; nearly all actives have a fitted effect of over 55% in size
#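 hPK-M2, >95% pure; 0.1 mM ADP / 0.5 mM PEP final; imidazole pH7.2 buffer w/ 7 mM MgCl2, 50 mM KCl; 1 h RT; Kinase-Glo lum. Intermediate enzyme activity for dual inhibitor/activator qHTS.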
# B2AR arrestin: beta2AR (human) beta-arrestin recruitment activity. beta-arrestin recruitment to beta2AR, cell-based reporter. 0.02% of 330,000 active. Potency, µM (top dose mostly 46.1 µM), for inactives: at the highest dose activation, hits mostly activators. P07550. AID 492947;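 also: potency is read from the fitted curve at half-maximal effect; 0% = DMSO controls and full agonism = EC100 isoproterenol or metaproterenol; nearly all actives have a fitted effect of over 65% in size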
# CXXC DNA block: inhibitors of human MLL CXXC domain-DNA interaction; Q03164; 0.037% of 290,000 active; Potency, µM (series often up to 115 µM), without a hit: at the top dose activity change, negative = inhibition, most hits filed as inhibitors; MLL-CXXC / FITC-HOXA9 DNA fluorescence polarization; active = well fitted inhibition curve with a large enough effect in the polarisation, with a control signal flat, not every such curve was filed as active; inconclusive = small, poorly fitted or top-dose-only effect, or effect the other way, or a change in a side signal; inactive = no such curve, though single readings can be large or run the other way; the % refers to the polarisation; also: potency is read from the fitted curve at half-maximal effect
#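 Purified MLL-CXXC (added from a 7 uM solution) was preincubated 5 min at ambient with pinned compounds in 50 mM Tris-HCl pH 7.5, 50 mM NaCl, 1 mM DTT, 0.05% BSA. Fluorescein-labeled HOX-A9 DNA (50 nM solution) followed, 30 min, then polarization read.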
# USP2a block: blocks human ubiquitin-specific protease USP2a; O75604; USP2 core, Ub-CHOP2 coupled fluorogenic reporter, 485/531; Potency, µM (series often up to 38.3 µM), inactives show at the top dose activity change, negative = inhibition, most hits filed as inhibitors; 0.01% of 330,000 active;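 also: potency is read from the fitted curve at half-maximal effect; plate controls were DMSO wells for no effect and full inhibition by NEM control for full effect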
#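 Cell-free coupled assay: 10nM USP2 core preincubated 30min RT with compound in Tris-HCl pH 8.0/CaCl2/CHAPS buffer, then 25nM Ub-CHOP2 and 25nM reporter substrate; fluorescence (Ex 485/Em 531) read after 60min RT, normalized to NEM inhibition, concentration-response curves fitted.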
# GALK inh: galactokinase (human) inhibition; Potency, µM (series often up to 57.5 µM), for inactives: at the highest dose activity change, negative = inhibition, actives largely listed as inhibitors; P51570; 0.007% of 270,000 active; AID 1868; Purified GALK, Kinase-Glo residual ATP luminescence; also: potency is read from the fitted curve at half-maximal effect; % is scaled to controls: 0 for no effect and ±100 for the full control effect
#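 Kinase-Glo Plus luminescence measured ATP left after a 1 h room-temperature reaction. The reaction used 5 nM GALK, 100 uM galactose and 35 uM ATP at pH 8.0 (20 mM HEPES, 5 mM MgCl2, 60 mM NaCl, 1 mM DTT, 0.01% BSA).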
# TRPV1 ag: human TRPV1 agonism | 0.19% of 320,000 active | activation, % at 8.33 µM | Q8NER1 | AID 540275 | TRPV1-expressing cells, Fluo-8 calcium influx, agonist mode; in the data active = activation above about 80%; inconclusive = between about 30% and that limit; also: 0% is about no effect
#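 Cells expressing TRPV1 were dye-loaded with Fluo-8 and read kinetically: 10 s baseline, 3 min after compound (agonist portion), then 2 min after EC20 capsaicin (allosteric enhancer portion). Calcium-bound dye fluorescence at 480/520 nm.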
# KCNH2 WT inh: inhibitors of human wildtype KCNH2 potassium channel; Q12809; 0.37% of 340,000 active; activity change, % at 1.84 µM; U2OS, BacMam KCNH2, thallium flux FluxOr; hits give low values;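 active = maximum activity change below -70%; inconclusive = maximum activity change between -70% and -50%; inactive = maximum activity change above -50%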; also: % is scaled to controls: 0 for no effect and ±100 for the full control effect
# Target sequence (Q12809 whole entry, looked up): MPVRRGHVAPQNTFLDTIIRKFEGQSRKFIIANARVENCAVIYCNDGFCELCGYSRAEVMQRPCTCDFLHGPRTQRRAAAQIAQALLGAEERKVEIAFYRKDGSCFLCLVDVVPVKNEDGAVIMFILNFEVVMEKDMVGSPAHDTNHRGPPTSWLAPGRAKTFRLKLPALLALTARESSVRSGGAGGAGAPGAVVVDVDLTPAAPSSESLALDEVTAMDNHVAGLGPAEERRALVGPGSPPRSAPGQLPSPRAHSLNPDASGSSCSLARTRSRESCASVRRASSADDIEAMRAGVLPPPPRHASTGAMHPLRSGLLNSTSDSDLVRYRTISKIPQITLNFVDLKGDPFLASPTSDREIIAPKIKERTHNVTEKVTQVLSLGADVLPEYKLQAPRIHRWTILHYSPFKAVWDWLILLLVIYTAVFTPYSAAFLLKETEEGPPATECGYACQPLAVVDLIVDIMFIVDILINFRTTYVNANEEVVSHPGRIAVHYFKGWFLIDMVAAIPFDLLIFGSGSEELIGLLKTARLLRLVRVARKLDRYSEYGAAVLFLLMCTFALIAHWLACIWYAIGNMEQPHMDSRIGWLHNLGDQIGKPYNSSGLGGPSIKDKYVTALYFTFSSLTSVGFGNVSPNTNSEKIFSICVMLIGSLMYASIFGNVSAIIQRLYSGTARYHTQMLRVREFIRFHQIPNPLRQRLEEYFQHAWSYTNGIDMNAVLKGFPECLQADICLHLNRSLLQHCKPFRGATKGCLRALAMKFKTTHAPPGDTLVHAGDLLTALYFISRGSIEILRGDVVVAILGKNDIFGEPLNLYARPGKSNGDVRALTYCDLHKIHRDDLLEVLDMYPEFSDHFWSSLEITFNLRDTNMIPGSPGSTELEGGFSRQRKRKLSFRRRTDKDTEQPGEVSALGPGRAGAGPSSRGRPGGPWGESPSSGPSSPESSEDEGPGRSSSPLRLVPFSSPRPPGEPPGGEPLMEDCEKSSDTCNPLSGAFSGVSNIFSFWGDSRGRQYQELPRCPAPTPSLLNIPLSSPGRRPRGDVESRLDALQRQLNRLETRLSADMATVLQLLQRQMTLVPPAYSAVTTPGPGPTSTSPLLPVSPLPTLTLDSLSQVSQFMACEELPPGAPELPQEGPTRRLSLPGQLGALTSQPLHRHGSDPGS
#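 U2OS cells transduced with wild-type KCNH2 virus are loaded with FluxOr dye for 45 min, and thallium flux is measured in kinetic reads before and after stimulation buffer. Rate constants are normalized to DMSO controls.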
# Menin-MLL TR inh: menin-MLL binding inhibition, Texas Red mutant peptide. AID 1768. O00255. 0.23% of 270,000 active. Potency, µM (doses to about 61.6 µM), without a hit: top-dose FP activity change, negative = inhibition, usual class: inhibitors. Menin + Texas Red MLL mutant peptide, fluorescence polarization; active = well fitted inhibition curve with a large enough effect in the polarisation, with a control signal flat, not every such curve was filed as active; inconclusive = small, poorly fitted or top-dose-only effect, or effect the other way, or a change in a side signal; inactive = no such curve, though single readings can be large or run the other way; the % refers to the polarisation; also: potency is read from the fitted curve at half-maximal effect; % of control where 0% means no effect; many of its hits are not listed in these tables
# * = called active by the depositor; i = inactive; u = inconclusive; x = no result given; [ ] = another dose, or the depositor's remark. Unless noted, calls follow the shape of the dose curve; as a rule, active = well fitted curve in the direction sought with a large enough effect; inconclusive = small, poorly fitted or top-dose-only effect, or another doubt; inactive = no such curve, though single readings can be large; an effect the other way counts as inactive or inconclusive. An excerpt. The share of hits here may be higher or lower than overall.
SMILES,KCNH2 3.1 inh,Coupling enz,Giardia killer,PKM2 activator,B2AR arrestin,CXXC DNA block,USP2a block,GALK inh,TRPV1 ag,KCNH2 WT inh,Menin-MLL TR inh
CCCCNC(=O)C(=O)N/N=C/c1cccc(Br)c1,13,3,-3,3%,-0.4%,1%,3%,1%,-2,4,4%
COc1ccc(S(=O)(=O)Oc2cc(C(=S)N3CCOCC3)ccc2OC)cc1,-8,1,u,9%,-0.9%,1%,1%,-1%,4,0,-11%
CC1CN(c2cc3nccnc3cc2F)CC(C)O1 (stereo not given),-10,-20,-11,3%,-0.1%,0%,0%,0%,-10,29,10%
COc1ccc(CCNC(=O)C(C(=O)c2ccccc2)n2cc(Cl)ccc2=O)cc1OC (stereo not given),5,0,-14,0%,-0.6%,-2%,2%,-2%,0,-1,5%
CC1CCCCC1NC(=O)CSc1ccsc1[N+](=O)[O-] (stereo not given),11,3,u,2%,0.0%,3%,2%,-1%,2,0,16%
O=C(O)CSc1cnc2ccccc2n1,-2,2,-7,-20%,-0.2%,7%,4%,1%,-4,-9,-1%
COc1ccc2c(COC(=O)[C@H](C)NS(=O)(=O)c3ccccc3F)cc(=O)oc2c1,-3,x,-21,x,-0.4%,x,1%,x,x,4,x
CCCCOC(=O)CCCc1ccc([N+](=O)[O-])cc1[N+](=O)[O-],-13,0,36[activator],1%,-1.1%,-2%,1%,9%,6,33,-4%
CC(C)CN1CCNC(=O)C1CC(=O)NCCCN1CCCc2ccccc21 (stereo not given),-2,-5,-12,-7%,-0.1%,-2%,3%,6%,-1,-6,-24%
COc1ccc(-c2nc(CS(=O)CC(=O)NCc3ccco3)c(C)o2)cc1 (stereo not given),-10,2,-13,21%,0.6%,-4%,1%,1%,x,4,-12%[11.7 µM]
COC(=O)c1cc(-c2ccc(Br)cc2)c2c(=O)n(C)c(=O)n(C)c2n1,-26,3,-22,0%,-0.4%,10%,-1%,-3%,-4,14,-2%
Cc1ccc(OCC(=O)N/N=C/c2ccccc2)c([N+](=O)[O-])c1,4,-1,21,4%,0.1%,-1%,-2%,1%,0,-2,-8%
COC(=O)c1[nH]c2ccc(C)cc2c1NC(=O)CN1CCCc2ccccc21,-7,-2,-22,-4%,0.1%,15%,u,0%,-1,-7,-1%
CS(=O)(=O)N(CC(=O)N1CCCC1)c1ccccc1Br,10,1,-18,26%,-0.4%,2%,0%,-1%,-1,-3,12%
Cc1nc2c3ccccc3nc(NNC(=O)CCC(=O)N3CCC(C)CC3)n2n1,-6,x,4,x,0.1%,-27%,1%,-8%,9,13,x
COc1ccc(C(=O)COC(=O)CCNS(=O)(=O)c2ccc(NC(C)=O)cc2)c(OC)c1,0,x,1,x,-0.2%,x,0%,x,0,11,x
CC(C)N=Cc1c(O)[nH]c2ccccc12,13,1,-7,2%,-0.2%,5%,8%,0%,0,-16,1%
CC(=O)Nc1ccc(S(=O)(=O)Nc2ccccc2N2CCOCC2)cc1Cl,2,x,-7,-7%,-0.3%,15%,1%,4%,-1,-4,x
COC(=O)C1=C(CS(=O)(=O)c2cc(Cl)ccc2OC)NC(=O)NC1c1ccc(O)c(OC)c1 (stereo not given),6,1,5,3%[0.46 µM],-0.2%,-1%,0%,6%,-1,-2,16%
CCC(C)NC(=O)C1(O)c2ccccc2NC(=O)N1c1ccc(C)c(C)c1 (stereo not given),23,-1,-7,x,0.3%,30%[activator],4%,-2%,-3,0,5%
CC(C)CCN(C(=O)CNC(=O)c1cccs1)C(C(=O)NC1CCCCC1)c1cccnc1 (stereo not given),-2,-1,3,-5%,-0.4%,4%,-6%,-2%,6,-4,x
O=[N+]([O-])c1ccc2c(c1)c1ccccc1n2CCO,-5,-3,0,0%,-1.0%,26%,0%,1%,14,-6,x
Cc1cc(=O)[nH]c(SCC(=O)Nc2ccc(Br)cc2)c1C#N,0,13,-14,6%,-0.5%,-4%,3%,0%,0,-8,u
Cc1cc(C)n2nc3nc(N4CCCC4)nc(-c4ccccc4)c3c2n1,4,6,2,6%,-0.1%,-11%,-2%,0%,-3,5,-14%
CC(=O)c1ccc(NS(=O)(=O)c2ccc3c(c2)CCC(=O)N3)cc1,5,x,-4,x,0.3%,x,1%,x,-1,-5,x
COc1cc(Cn2cnnn2)ccc1O,8,0,-11,-2%,-0.2%,-4%,1%,2%,-1,0,14%
CC(/C=C1\SC(=S)N(C(C(=O)O)C(C)C)C1=O)=C\c1ccccc1 (stereo not given),-5,19,-15,0%,-0.6%,-7%,-10%,3%,0,i,u
O=C(O)/C(=C\c1cccc([N+](=O)[O-])c1)c1ccc(S(=O)(=O)N2CCCCC2)s1,0,2,3,5%,0.1%,-3%,-1%,x,1,-3,x
CCOCCCNC(=S)Nc1cc(OCC)c(NC(=O)c2ccco2)cc1OCC,-5,-10,-3,1%,-0.4%,-1%,10%,-1%,1,-2,-14%
CC1(C)CC(=O)C2=C(C1)c1c(ccc3ccccc13)NC2c1ccc(OCC(=O)O)cc1 (stereo not given),-3,-1,5,3%,-0.5%,-10%,0%,x,-4,2,38%[activator]
COc1ccc(NC(=O)CSc2ccc3nnc(-c4ccccn4)n3n2)cc1OC,13,-2,11,3%,-0.8%,1%,0%,-3%,1,6,-2%
CCN(CC(=O)Nc1ccc(NC(C)=O)cc1)C(=O)c1cc(C)on1,1,x,13,x,0.0%,x,2%,x,-2,-6,x
Cc1ccc(S(=O)(=O)NCC(=O)OCCOc2ccccc2F)cc1,-2,x,-5,x,-0.4%,x,2%,x,x,3,x
O=C(Nc1ccccc1)NC1CCN(Cc2nnnn2C2CCCCC2)CC1,6,1,3,-1%,-0.2%,3%,0%,1%,-5,-16,11%
CC1CCC2(CC1)NC(=O)N(CC(=O)NC(C)c1ccc(F)c(F)c1)C2=O (stereo not given),4,x,-22,x,0.2%,x,-1%,x,-1,-12,x
O=C(NCCCN1CCOCC1)c1cc2ccccc2o1,11,-2,7,5%,0.1%,-3%,1%,-2%,12,-13,x
Cc1ccc(NC(=O)CN(C)S(=O)(=O)c2cccc3nsnc23)cc1C,-13,0,-8,-4%,0.1%,-8%,-3%,2%,-2,-11,11%
COc1cccc(Nc2nnc(Cc3cccnc3)c3ccccc23)c1,11,0,7,x,0.5%,-5%,4%,0%,9,-2,u
Cc1cc(N2C(=O)C(O)=C(C(=O)c3ccco3)C2c2cccnc2)no1 (stereo not given),x,0,x,-5%,-0.4%,8%,-1%,-2%,0,x,11%
CCCCCn1c(=O)[nH]c2cc(C(=O)NCCCN3CCCCC3)ccc2c1=O,3,-1,-10,-17%,-0.7%,19%,0%,1%,3,-2,-26%
O=C(Nc1ccc(Cl)c(Cl)c1)Nc1ccccn1,0,0,8,x,-0.2%,10%,-2%,x,0,-6,u
Cc1ccccc1CSc1nnc(-c2cccnc2)n1N,2,2,-1,-2%,-0.2%,-4%,0%,-3%,0,2,-13%
Cc1ccc(-c2cn(-c3ccccc3F)c(=S)[nH]2)cc1,2,0,28,x,-1.0%,-1%,0%,x,3,3,-7%
O=C1CCCC(O)=C1N=Nc1cccc(S(=O)(=O)N2CCOCC2)c1,20,1,0,2%,0.1%,-2%,-2%,-1%,1,2,x
CS(=O)(=O)N(Cc1cccc(CN(C(C(=O)O)c2ccccc2)S(C)(=O)=O)c1)C(C(=O)O)c1ccccc1 (stereo not given),-21,5,14,0%,-0.6%,-2%,-6%,x,1,-3,-6%
O=C(NC(=S)Nc1ccccn1)c1cccc([N+](=O)[O-])c1,13,0,-27,1%,5.8%,-10%,-2%,1%,x,2,x
O=C(Nc1nc2ccc(S(=O)(=O)N3CCCC3)cc2s1)C1CCCO1 (stereo not given),0,0,7,6%,-0.1%,1%,1%,-1%,3,6,-6%
Cc1cc2c(cc1S(=O)(=O)NCCc1ccc(Cl)cc1)OCC(=O)N2,-4,-2,-18,11%,-0.3%,x,-1%,x,4,8,40%[activator]
COC(=O)c1cn(-c2nc(C)c3c(n2)CCC3)nn1,2,0,3,-2%,-0.2%,12%,3%,0%,2,-8,-11%
COc1cc(C2=NOC(C(=O)Nc3ccc4c(c3)OCO4)C2)cc(OC)c1OC (stereo not given),0,-1,10,x,-1.1%,8%,2%,x,-2,7,10%
COc1ccc(N2C(=O)CC2(/C=C/c2ccccc2OC)C(=O)NC2CCCC2)cc1 (stereo not given),-28,-6,-3,-11%,14%,13%,-8%,-3%,1,7,-2%
CCN1/C(=C/c2ccc3cc(C)ccc3[n+]2CC)Sc2cc(C)ccc21,-20,5,9,-13%,0.3%,u,3%,10%,14,-2,u

# Bioassay records as filed in PubChem.
